TTR transcr act: TTR transcription activators in neuroblastoma reporter cells, primary screen, cell-based, luminescence, SH-SY5Y, TTR promoter Gaussia luciferase; 92,000 tested, 1.3% active; 100% = recombinant luciferase protein wells; activation, % at 16.7 µM; AID 1117267, 2014;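 active means activation above the mean of all tested compounds plus 3 SD, cut at about 9.5% in these data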;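 further: cells exposed to compounds for one day before reading; 0% = median of all test compound wells on the plate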
Numbers without * were called inactive. This is a subset. The share of hits here may be higher or lower than overall.

| SMILES | TTR transcr act |
| --- | --- |
| COC(=O)C1CN(CCO)CCS(=O)(=O)N1Cc1cn(Cc2ccc(C)cc2)nn1 (stereo not given) | -0.3 |
| COc1ccc(C)c(NC(=O)[C@@H]2CCCN2S(=O)(=O)c2cccc3cccnc23)c1 | -0.2 |
| CCOC(=O)C1=C(C)N(c2ccc(C)cc2)C(=O)/C1=C\c1ccc(O)c(OC)c1 | -2.2 |
| Cc1onc(-c2c(Cl)cccc2Cl)c1C(=O)Nc1nc(C(C)(C)C)cs1 | 0.7 |
| O=C(CN1CCN(S(=O)(=O)N2CCCCC2)CC1)Nc1ccc(Br)cc1 | -1.4 |
| N=c1c2c(ccn1Cc1ccccc1)Oc1ccc3ccccc3c1C2c1ccccc1 (stereo not given) | -4.0 |
| O=C(Nc1c(C(=O)Nc2cccc(F)c2)oc2ccccc12)c1ccc2c(c1)OCO2 | 0.4 |
| Cc1cccc(C)c1-c1ccc(CN2C(CC(C)C)C(=O)N(Cc3cn(CCO)nn3)CCS2(=O)=O)cc1 (stereo not given) | -0.3 |

The listing continues.
| SMILES | TTR transcr act |
| --- | --- |
| Cn1nnnc1Sc1ncnc2scc(-c3cnc(N)nc3)c12 | -0.2 |
| COc1ccc(NC(=S)N2CCNC(=O)C2CC(=O)Nc2cccc(Cl)c2C)cc1 (stereo not given) | -1.0 |
| COc1ccc(C(CNC(=O)Nc2ccccc2)N2CCN(C)CC2)cc1 (stereo not given) | -0.1 |
| COc1ccc(NC(=O)Cc2nnc(SCC(=O)Nc3nccs3)n2C)cc1 | -1.3 |
| O=[N+]([O-])c1ccc(OS(=O)(=O)Cc2ccccc2)cc1 | 1.4 |
| Cc1cc2c(NC(=O)CCCC(=O)O)cccc2nn1 | 10* |
| O=C(Nc1ccc(Br)cn1)c1ccc([N+](=O)[O-])o1 | -1.4 |
| CN(CC(=O)Nc1ccccc1Br)C(=O)c1n[nH]c2ccccc12 | 1.7 |

Following part
| SMILES | TTR transcr act |
| --- | --- |
| COc1cccc(CNC(=O)CN(C)S(=O)(=O)c2ccc3c(c2)n(C)c(=O)c(=O)n3C)c1 | -0.3 |
| S=C(NCC1CCCCC1)Nc1ccc(Oc2ccccc2)cc1 | -1.4 |
| CC[C@H](C)[C@H]1CNC(=S)N1CC1CCN(CC)CC1 | 1.8 |
| Cn1cccc1/C=N/N1CCN(Cc2ccc(Cl)cc2)CC1 | -0.8 |
| O=C(NC1CCCCC1)c1nc(C2CCNCC2)oc1-c1ccccc1 | -0.5 |
| COC(=O)c1cc(S(=O)(=O)Nc2cccc(S(N)(=O)=O)c2)oc1C | -1.0 |
| CCC(C)NS(=O)(=O)c1ccc(S(=O)(=O)N2CC=C(c3ccc(F)cc3)CC2)cc1 (stereo not given) | -0.9 |
| O=C(NCCc1ccccc1)C(c1ccccc1F)N(C(=O)c1csnn1)C1CC1 (stereo not given) | -1.8 |

(listing goes on)
| SMILES | TTR transcr act |
| --- | --- |
| O=C1NC(=NCc2ccccc2)S/C1=C/c1ccc(O)cc1 | -1.8 |
| Cc1csc(NC(=O)Cc2c[nH]c3ccccc23)n1 | 4.4 |
| CC(=O)NC(=S)Nc1cccc2ccc(C)nc12 | 0.0 |
| Cn1nnc(NC(=O)COc2ccc(C3CCCCC3)cc2)n1 | -0.6 |
| CC(C)(C)C(=O)Nc1ccccc1N1CCN(c2ccc(F)cc2)CC1 | 2.1 |
| COC(=O)COc1cc(OCC(=O)OC)c2c(-c3ccccc3)cc(=O)oc2c1 | 8.5 |
| C(=NOCc1ccccc1)c1ccccn1 | 0.8 |
| COc1ccc(/C=C2\N=C(c3ccccc3Cl)NC2=O)cc1 | -1.6 |

The results go on:
| SMILES | TTR transcr act |
| --- | --- |
| COc1ccc(CNC(=O)c2ccc(C(C)(C)C)cc2)cc1 | 1.1 |
| COc1ccc(N(C)C(=O)Nc2ccc3nsnc3c2)cc1 | -2.1 |
| Cc1ccsc1-c1nc(CN2C[C@@H](C)O[C@@H](C)C2)c(C)o1 | -2.3 |
| Cc1c(Nc2c3ccccc3nc3ccccc23)c(=O)n(-c2ccccc2)n1C | 0.0 |
| CC1Cc2cc(S(=O)(=O)NCc3ccccc3)ccc2N1C(=O)C1CCC1 (stereo not given) | 0.7 |
| CCOC(=O)C[C@H]1c2cc(F)ccc2S(=O)(=O)N1C1CCCCC1 | -1.8 |
| Cc1[nH]n(-c2ncc(-c3ccccc3)s2)c(=O)c1C(c1ccc(Br)cc1)C(C#N)C#N (stereo not given) | 2.2 |
| COc1ccc(CN2CCC2(C)C(=O)NCc2ccc3c(c2)OCO3)c2ccccc12 (stereo not given) | 0.7 |

Remaining list, next part.
| SMILES | TTR transcr act |
| --- | --- |
| c1ccc(NN(Cc2ccccn2)c2ccccc2)cc1 | 1.5 |
| COCC(C)n1c(C)cc(C(=O)COC(=O)CCc2nc3ccccc3c(=O)[nH]2)c1C (stereo not given) | -1.9 |
| CC(C)OCCCNc1nc2c(cnn2C)c(=O)[nH]1 | 0.9 |
| NC(=O)c1nsc(C(=O)N(Cc2ccccc2F)C(C(=O)NCC2CCCO2)c2ccc(F)cc2)c1N (stereo not given) | 0.2 |
| CCOC(=O)c1[nH]c2cc(OC)c(OC)cc2c1NC(=O)c1ccc2c(c1)OCO2 | -0.7 |
| C[C@@H]1NC(=O)/C(=C\c2ccccc2Cl)NC1=O | -0.1 |
| CCOC(=O)C1CCCN(Cc2cc(=O)oc3cc(C)ccc23)C1 (stereo not given) | -0.1 |
| Cc1cccc(C(=O)Nc2cc(=O)n(C)c(=O)n2C)c1 | 0.8 |

Some of the entries above in another layout.
C[C@@H]1NC(=O)/C(=C\c2ccccc2Cl)NC1=O
- TTR transcr act: -0.1

CCOC(=O)c1[nH]c2cc(OC)c(OC)cc2c1NC(=O)c1ccc2c(c1)OCO2
- TTR transcr act: -0.7

Cc1cccc(C(=O)Nc2cc(=O)n(C)c(=O)n2C)c1
- TTR transcr act: 0.8

NC(=O)c1nsc(C(=O)N(Cc2ccccc2F)C(C(=O)NCC2CCCO2)c2ccc(F)cc2)c1N (stereo not given)
- TTR transcr act: 0.2

More results.
| SMILES | TTR transcr act |
| --- | --- |
| O=C1CCC(C(=O)OCC(=O)Nc2ccc(SC(F)F)cc2)=NN1 | 2.0 |
| Cc1sc(C(C2C(=O)CC(C)(C)CC2=O)C2C(=O)CC(C)(C)CC2=O)cc1[N+](=O)[O-] | -2.3 |
| O=C(Nc1ccn(Cc2ccccc2)n1)c1cccc(F)c1 | -2.1 |
| CCC[C@H]1[C@@H](NC(=O)c2cccc(C)c2)CC[C@@]23CCCN2C(=O)CCC[C@@H]13 | -1.5 |
| O=C(NC(=S)Nn1cnnc1)c1cccc(Br)c1 | 0.6 |
| Cc1oc(C(C)(C)C)cc1C(=O)Nc1ccc2c(c1)OCCO2 | 1.1 |
| O=c1c2ccccc2c2ccccc2c(=O)n1Cc1ccc2c(c1)OCO2 | 0.6 |
| Cc1ccc(CCCOC(=O)C[N+]2(C)CCCC2)cc1 | 1.6 |

(list continues)
| SMILES | TTR transcr act |
| --- | --- |
| Cc1sc2nc(CN3CCOCC3)nc(NS(=O)(=O)c3ccccc3)c2c1C | -7.1 |
| COC(=O)N/N=C\c1ccc(-c2cc(Cl)c(Cl)cc2Cl)o1 | -0.1 |
| Cc1ccc(S(=O)(=O)C2(C(=O)O)CCCC2)cc1C | 0.1 |
| O=C(NCc1cccnc1)C(=O)Nc1nc2ccccc2s1 | -0.4 |
| COc1ccc2ccccc2c1/C=N/n1cnnc1 | -0.8 |
| CN(c1ccc(OCC(=O)N2CCCC2)cc1)S(=O)(=O)c1ccc(Cl)cc1 | -1.2 |
| COc1cccc(NC(=O)N2CCN(c3nc(-c4cccc(OC)c4)cs3)CC2)c1 | -4.1 |
| CC(=O)c1cccc(OCc2cc(C(=O)N(C)CCc3ccccn3)no2)c1 | -0.7 |

(continued)
| SMILES | TTR transcr act |
| --- | --- |
| CC(C)(C)OC(=O)C[C@H]1C/C=C\C[C@H](CC(=O)NCCO)C(=O)N[C@@H](c2ccccc2)COC1=O | -2.5 |
| Cc1ccc(S(=O)(=O)NCC(=O)Nc2cccnc2)cc1C | 0.8 |
| CCCOc1ccc(/C=N/NC(=O)CN2CCCCC2)cc1 | 3.0 |
| Cc1ccc2cc3c(N)[nH]nc3nc2c1 | 5.1 |
| CCN1C(=O)C(CC(=O)Nc2ccc(Cl)cc2)N(NC(=O)c2ccncc2)C1=S (stereo not given) | 1.4 |
| O=C(Nc1nnc(-c2ccco2)o1)C1CCCCC1 | 0.8 |
| CC(C)C1NC2(C(=O)c3ccccc3C2=O)C2C(=O)N(c3ccc(F)cc3)C(=O)C12 (stereo not given) | 1.5 |
| COc1cccc2nc3cc(C)c(C)cc3nc12 | 0.2 |

Some of the entries above in another layout:
TTR transcr act	molecule
-1.8	O=C1NC(=NCc2ccccc2)S/C1=C/c1ccc(O)cc1
4.4	Cc1csc(NC(=O)Cc2c[nH]c3ccccc23)n1
0.0	CC(=O)NC(=S)Nc1cccc2ccc(C)nc12

(further entries)
structure	TTR transcr act
O=C(CSc1ccc(Cl)cc1)Nc1cccc(-c2nc3ncccc3o2)c1	-1.7
COc1ccc(/C=N/NC(=O)c2ccc(N(C)S(=O)(=O)c3ccccc3)cc2)c(OC)c1	-0.8
COC(=O)CC1C(=O)NCCN1C(=O)c1ccc(S(=O)(=O)N2CCOCC2)cc1 (stereo not given)	-0.7
COc1ccc(Nc2c(-c3ccco3)nc3cccc(C)n23)cc1	-0.8
Cc1ccc(C(=O)CSc2ccccn2)cc1	2.0
COCCN1C(=O)/C(=C2/C(=O)N(CC(=O)Nc3ccccc3Cl)c3ccccc32)SC1=S	-2.3
COC(=O)[C@]12CCCCC=C1N(Cc1ccc(OC)cc1)C(=O)[C@@H]2CC(=O)NCc1cccc(C(F)(F)F)c1	1.0
Oc1ccc(N=Nc2ccc3c(c2)OCCO3)c2ncccc12	-1.3
COc1ccccc1NC(=O)c1c(Br)cnn1C	7.4
C=CCc1cccc(/C=N/NC(=O)C(C)Nc2cccc(C)c2)c1O (stereo not given)	1.8
O=c1cc(-c2ccccc2)nc2n1Cc1ccccc1-2	-0.7
Cc1noc(N)c1C(=O)Nc1ccc(C(C)(C)C)cc1	-0.8

The results go on:
structure	TTR transcr act
O=C(NCCN1CCc2ccccc2C1)C1CCN(S(=O)(=O)N2CCCCC2)CC1	-1.1
Cn1c2ccccc2c(=O)c2ccc(Cl)cc21	-0.5
Cc1cccc(CNC(=O)Cn2ccc3cc(S(=O)(=O)N4CCCCCC4)ccc32)c1	-0.4
COc1ccc(-c2cn[nH]c2-c2ccc(OC)cc2O)cc1	-0.7
O=C(Nc1ccc(N2CCN(C(=O)c3ccco3)CC2)cc1)c1cc(Br)ccc1Cl	-1.9
C/C(=N\NC(=O)CSc1nc2ccccc2s1)c1cccnc1	2.2
CC1CCCCN1C(=O)CSc1nnc2ccccn12 (stereo not given)	1.2
CN(CCc1ccccc1)C(=O)c1cccc(NC(=O)Cc2cccc(NC(=O)C3CCN(C(=O)C4CCCC4)CC3)c2)c1	-0.2
O=C(NNC(=O)c1ccc2ccccc2c1)c1ccc(Cl)cc1	-2.1
CSCCC(C(=O)NC1CCCC1)n1c(-c2ccccn2)nc2ccccc21 (stereo not given)	-0.2
Cc1ccccc1NC(=O)Cn1nc(C(F)(F)F)cc1C1CC1	-0.5
COc1cccc(-n2nnc3c(=O)n(Cc4ccc(F)cc4)cnc32)c1	1.9

The list goes on.
structure	TTR transcr act
O=C(CN(C(=O)c1csnn1)c1ccc(F)c(Cl)c1)NCc1ccc2c(c1)OCO2	0.3
CCCn1cnc2cc(NCc3cccc(OC)c3)ccc21	-1.3
O=C(O)C(c1ccccc1)C1CCCCC1O (stereo not given)	-0.3
CCc1nc2c(OCCOc3ccccc3)cccn2c1N(C)C(=O)c1ccccc1F	1.8
CCCn1c(SCC(=O)NCc2ccc(C)cc2)n[nH]c1=O	-1.1
Cc1cc2c(=O)oc(-c3ccc(Br)cc3)nc2s1	-0.1
CC(C)[C@@H]1Cc2[nH]c(=O)[nH]c(=O)c2[C@H](C)O1	0.5
COC(=O)[C@]12C[C@H](CC(=O)N3CCN(C(=O)C4CC4)CC3)C(=O)N(Cc3ccc(Cl)cc3Cl)C1=C[C@H](C(C)C)O[C@@H]2C1CC1	-1.8
CCC(C)(C)n1nnnc1C(c1ccc(OC)c(OC)c1)N1CCN(c2ccc(F)cc2)CC1 (stereo not given)	0.9
Cc1cccc(N2CCN(C(=O)CNC(=O)C3CCCCC3)CC2)c1C	-5.0
Cc1ccc(S(=O)(=O)Nc2cccnc2)cc1C	1.3
O=C(CSc1nnc(SCc2ccc(Cl)cc2)s1)N/N=C/c1c[nH]c2ccccc12	-3.1

Other compounds.
structure	TTR transcr act
O=S1(=O)CCOC[C@H](c2ccccc2)N1Cc1cccc(F)c1	13*
Cc1cccc(-n2ncc3c(N4CC(C)CC(C)C4)ncnc32)c1 (stereo not given)	3.2
Cc1ccc(-c2n[nH]c(=S)n2/N=C/c2sccc2C)cc1	1.3
CC(C)c1ccc(-n2nnnc2SCc2nc(N)nc(N)n2)cc1	0.8
CCOC(=O)CNC(=O)c1ccc2c(c1)OCCO2	-3.8
C/C(=N\NC(=O)CNC(=O)C1COc2ccccc2O1)c1ccc(Cl)cc1 (stereo not given)	1.3
COc1ccc2c(CN(Cc3ccccc3)Cc3ccccc3)cc(=O)oc2c1	6.2
CC(/C=C/c1ccc(Cl)o1)=C\C(=O)O	6.9
CC(C)(C)c1ccc(OCCNCc2ccccc2)cc1	0.4
CCc1ccc(CCC(=O)Nc2ccc(C)cc2C)o1	-0.1
O=C(CCN=C1NS(=O)(=O)c2ccccc21)OCC(=O)c1ccc(F)cc1	-0.2
O=C(O)[C@H](Cc1ccccc1)NC(=O)N1CCN(c2cccc(C(F)(F)F)c2)CC1	2.4

Carrying on:
structure	TTR transcr act
COc1ccc2cc(CNCCOCCOCCNCc3ccc4cc(OC)ccc4c3)ccc2c1	-6.1
[O-]/C(=C(\C(=S)NCc1ccco1)[n+]1ccccc1)c1ccccc1Br	-2.2
N#Cc1cc(-c2cccc(Cl)c2)c[nH]c1=O	13*
COc1cccc(NC(=O)C(C)N2C(=O)c3ccccc3C2=O)c1 (stereo not given)	-1.2
Cc1ccc2c(c1)N(CC(=O)NCc1ccco1)C(=O)CO2	-1.4
O=C(COC(=O)C1CCN(c2ccc(C(F)(F)F)cn2)CC1)Nc1cc(F)ccc1F	-2.6
O=C(O)c1ccccc1N1C(=O)c2cccc3cccc(c23)C1=O	-1.3
O=C(NC1CC2CCC1C2)C1COc2ccccc2O1 (stereo not given)	0.0

Assay outcomes (PubChem)
